# Assay outcomes (PubChem BioAssay)
# KCNQ2 inh: KCNQ2 channel blockers in CHO-K1 cells – cell-based, FluxOR thallium flux, B-score, primary screen (AID 2156) | 20 min; hits give low values | B-score at 10 µM | 310,000 compounds, 1.1% hits;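 active = fluorescence ratio B-score at most minus 3 library SDs, with starting brightness B-score within 2 library SDs, cut at about -5.5 in these data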
# Target sequence (O88943 whole entry, looked up): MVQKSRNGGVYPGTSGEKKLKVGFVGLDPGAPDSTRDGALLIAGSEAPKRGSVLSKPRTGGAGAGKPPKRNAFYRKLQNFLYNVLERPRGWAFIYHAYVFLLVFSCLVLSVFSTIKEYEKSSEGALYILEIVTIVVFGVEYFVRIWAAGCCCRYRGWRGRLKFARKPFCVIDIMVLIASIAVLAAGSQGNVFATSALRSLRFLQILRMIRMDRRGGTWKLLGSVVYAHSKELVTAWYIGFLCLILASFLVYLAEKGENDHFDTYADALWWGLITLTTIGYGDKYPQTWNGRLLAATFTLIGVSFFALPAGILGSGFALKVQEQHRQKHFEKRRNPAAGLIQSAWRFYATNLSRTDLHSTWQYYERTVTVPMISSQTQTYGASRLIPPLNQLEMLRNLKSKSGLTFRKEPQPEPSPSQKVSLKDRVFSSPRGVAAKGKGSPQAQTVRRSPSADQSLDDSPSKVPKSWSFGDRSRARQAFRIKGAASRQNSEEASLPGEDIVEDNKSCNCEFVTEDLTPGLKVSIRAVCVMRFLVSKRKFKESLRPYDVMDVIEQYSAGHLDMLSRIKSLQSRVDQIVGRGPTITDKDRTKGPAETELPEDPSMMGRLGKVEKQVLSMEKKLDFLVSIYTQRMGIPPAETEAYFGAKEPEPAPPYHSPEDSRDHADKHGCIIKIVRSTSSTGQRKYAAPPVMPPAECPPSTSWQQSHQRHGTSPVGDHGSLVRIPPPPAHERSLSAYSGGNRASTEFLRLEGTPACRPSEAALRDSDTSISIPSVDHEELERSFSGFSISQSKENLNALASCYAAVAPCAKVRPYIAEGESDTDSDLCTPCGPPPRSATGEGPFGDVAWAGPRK
# Kir21 inh: Kir2.1 (mouse) channel inhibition | HEK293-Kir2.1, FluxOR thallium flux fluorescence; hits give low values | B-score at 10 µM | 310,000 compounds, 0.85% hits | AID 1672 | P35561;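 active = fluorescence ratio B-score at or below minus 3 SD of library scores, with starting-brightness B-score within 2 SD, cut at about -4.2 in these data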;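 note: channel flux triggered by added potassium and thallium sulfate stimulus; B-score of peak minus minimum fluorescence over baseline after thallium stimulus; more negative B-score means stronger Kir2.1 block with less thallium influx; some compounds called inactive have numbers as strong as hits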
# An asterisk follows results filed as active; i = inactive.
KCNQ2 inh	Kir21 inh	Structure
i	-1.43	Cc1cccc(OCC(=O)N2CCN(C(=O)c3ccc([N+](=O)[O-])cc3)CC2)c1
i	-1.68	CCCCS(=O)(=O)N1CCC(C(=O)NCC2CCCO2)CC1 (stereo not given)
i	0.06	CCN(CC)CCCN1C(=O)C(O)=C(C(C)=O)C1c1cccc(OC)c1 (stereo not given)
i	0.44	CCCCc1cc(=O)oc2cc(OCC(=O)NCc3ccccn3)ccc12
i	-0.56	CCOc1cc(NC(=S)NCCCN2CCOCC2)c(OCC)cc1NC(=O)c1ccc(C)cc1
i	-1.07	CC(C)c1ccc(CN(C)CC(O)c2ccccc2)cc1 (stereo not given)
i	-1.22	O=C(Cc1ccc(Cl)c(Cl)c1)N/N=C/c1cccnc1
i	-0.74	CCOC(=O)C1(Cc2ccccc2C)CCCN(C(=O)c2ccccn2)C1 (stereo not given)
i	-0.06	O=C(O)c1cnn2c1C(=O)N(Cc1cccs1)CC2
i	-3.4	O=C(Nc1ccccc1C(=O)NCc1ccccc1)c1ccco1
i	2.02	O=[N+]([O-])c1ccc2[nH]ncc2c1
i	0.05	Cc1noc(C)c1S(=O)(=O)NC1CCN(Cc2ccccc2)CC1
i	-0.22	COc1ccc(C2NN=C(c3ccc(C)cc3)S2)cc1OC (stereo not given)
i	-0.06	O=C(Nc1c(C(=O)N2CCCCC2)cnn1-c1ccccc1)c1ccccc1F
i	-1.79	O=c1c2ccccc2ncn1CCOCCOc1ccc([N+](=O)[O-])cc1
i	-1.54	CCn1c(/C=C/Nc2ccccc2)[n+](CC)c2ccc(C(=O)OCC(F)(F)F)cc21
i	-0.12	N[C@@H](Cc1ccccc1)C(=O)N1CCOCC1
i	1.49	O=c1c(-c2ccccc2)cnc2n1CCS2
i	1.15	Cc1ccc(NC(=O)CSc2ncccc2C(=O)Oc2cccc([N+](=O)[O-])c2)cc1Cl
i	-0.02	O=C(Nc1ccccc1Cl)O/N=C/c1ccncc1
i	-1.3	O=C(c1cccc2cccc(O)c12)N1CCCCC1
i	0.01	O=C1c2ccc3c4c(ccc(c24)C(=O)N1c1cccc(O)c1)C(=O)N(c1cccc(O)c1)C3=O
i	0.9	CCOc1ccccc1C1C(C(N)=O)=C(C)Nc2nc(-c3cccc(C)c3)nn21 (stereo not given)
i	0.01	Cc1cc(C)cc(NC(=O)CN2CCN(c3ncccn3)CC2)c1
i	2.35	CCN(c1ccc(NC(=O)COC(=O)c2ccc3ccccc3n2)cc1)C(C)C

# An excerpt of these results, field by field:
COc1ccc(C2NN=C(c3ccc(C)cc3)S2)cc1OC (stereo not given)
  KCNQ2 inh: i | Kir21 inh: -0.22

O=C(Nc1c(C(=O)N2CCCCC2)cnn1-c1ccccc1)c1ccccc1F
  KCNQ2 inh: i | Kir21 inh: -0.06

# (listing goes on)
KCNQ2 inh	Kir21 inh	Structure
i	0.53	O=C(NCc1ccccc1)C1=C[C@H](C2CC2)C[C@H](OCCCCO)O1
i	-0.51	CC1CCCN(C(=O)Cc2ccc(F)cc2)C1 (stereo not given)
i	0.94	Cc1c(Br)c(C(F)(F)F)nn1CC(=O)N(C)C1CCCCC1
i	-0.29	Cc1ccc(S(=O)(=O)N2CCCC(C(=O)N3CCN(c4ccccc4)CC3)C2)cc1 (stereo not given)
i	0.52	CC(=O)c1ccc(-n2nnnc2SCC(=O)Nc2cccc(NC(=O)c3ccco3)c2)cc1
i	0.98	COc1cc(OC)cc(-c2nnc(SCc3c(F)cccc3Cl)o2)c1
i	0.65	O=C(CSc1nnc(CNC(=O)C23CC4CC(CC(C4)C2)C3)n1-c1ccc(F)cc1)Nc1ccccc1
i	0.6	CCOc1ccc2nc(SCC(=O)Nc3cccc(S(=O)(=O)NC4=NCCCCC4)c3)[nH]c2c1
i	0.47	Cc1cc2c(=O)[nH]c(Cc3ccccc3)nc2s1
i	-0.83	C=CCn1c(SCC(=O)c2cc(C)n(C)c2C)nnc1-c1ccncc1
i	-0.52	O=C(CCl)NCc1c(Cl)cccc1-n1cccc1
i	1.42	CCOc1cc(C(=O)Nc2ccc3c(c2)OCO3)ccc1OC(F)F
i	0.97	CN(C)c1ccc(CN(C(=O)C2COc3ccccc3O2)C2CCS(=O)(=O)C2)cc1 (stereo not given)
i	-0.03	CCOC(=O)COc1ccc(-c2nnc(-c3ccccc3)o2)cc1
i	1.22	Cc1cc(NC(=O)c2ccccc2F)ncc1NC(=O)c1cccs1
i	0.54	Cn1ccc(C(=O)N/N=C/c2cccnc2)n1
i	-0.06	Cc1ccc(CN2CCNC(=O)C2CC(=O)NC2CCCCCC2)o1 (stereo not given)
i	0.17	CNc1nnc(-c2cc3ccccc3oc2=O)s1
i	-0.63	O=C(CCn1nc(-c2ccccc2)ccc1=O)N1CCN(c2ccccc2)CC1
i	-3.34	Cn1c(=O)n(C)c2cc(S(=O)(=O)N3CCCc4ccccc43)ccc21
i	0.95	Cc1cc(C)n(-c2cc(N3CCN(C(=O)c4ccccc4C)CC3)ccc2[N+](=O)[O-])n1
i	-1.13	CC(=O)Nc1ccc(S(=O)(=O)NNC(=O)COc2cc(C)ccc2C(C)C)cc1
i	1.46	Cc1ccc(S(=O)(=O)N2C(=O)c3cccc4cccc2c34)cc1
i	0.38	Cc1cc(C(=O)Nc2nnc(C(F)(F)F)s2)no1
i	1.55	COc1ccc(N(C(=O)Cn2nnc(-c3ccc(F)cc3)n2)C(C)C(=O)NC2CCCC2)cc1OC (stereo not given)
i	-1.92	COc1ccc(N(CC(=O)NCCSCc2ccco2)S(=O)(=O)c2ccccc2)cc1Cl
i	2.28	COc1cc(C(=O)OCC(=O)Nc2c(F)cccc2F)cc(OC)c1C
i	2.82	O=C(c1cccc(-n2cnnn2)c1)N1CCOCC1
i	3.05	CCOC(=O)c1ccc(Nc2cc(C)nc(-c3ccccc3O)n2)cc1
i	0.74	Cc1cccc(NC(=O)CSCC(=O)Nc2ccc(S(=O)(=O)N3CCOCC3)cc2)c1
i	0.11	COc1ccc(N2CCN(C(=O)c3cccc(Cn4cc(Cl)cn4)c3)CC2)cc1
i	0.37	Cc1cc(C)cc(NC(=O)CSc2nnc(-c3ccccc3C)o2)c1
i	-0.65	O=C(NC1CCCCC1)c1ccc(S(=O)(=O)NCc2cccnc2)cc1
i	-0.01	CCc1sc(C(=O)NCc2ccco2)cc1Br
i	0.82	CCOc1ccccc1/C=C(/NC(=O)c1ccccc1)C(=O)NC(C)c1ccccc1 (stereo not given)
i	-1.48	COc1ccccc1CNc1ncnc2cc(Cl)ccc12
i	0.08	CCOC(=O)c1cnn2c(C(F)(F)F)cc(-c3ccccc3)nc12
i	-0.01	COC(=O)COc1cccc(NC(=O)c2cc(OC)cc(OC)c2)c1
i	0.95	COc1ccc(C2C(=O)c3ccccc3C2=O)cc1
i	0.32	N#Cc1c(NC(=O)CSc2nnc(-c3ccccc3O)n2-c2ccccc2)sc2c1CCCC2
i	0	Cn1nc(C(=O)NCc2ccccc2Cl)c2c1-c1ccccc1S(=O)(=O)C2
i	0.85	CCN(CC(=O)Nc1ccccc1C(F)(F)F)C(=O)C1CC(=O)N(Cc2ccccc2)C1 (stereo not given)
i	0.01	CC(=O)NCCc1nc2cc(NC(=O)c3ccc([N+](=O)[O-])cc3)ccc2n1C
i	0.48	CS(=O)(=O)N(CC(=O)NCCc1ccccc1)c1cccc([N+](=O)[O-])c1
i	-1.16	Cc1ccc2oc(C(=O)N(C)CCC(O)c3ccccc3)c(C)c2c1 (stereo not given)
i	-0.21	CCn1cc(CN2CCC(n3nccc3NC(=O)CCc3ccccc3)CC2)cn1
i	1.96	Cc1nn(-c2ccccc2)c2nc(N)c(C(N)=O)cc12
i	-0.44	Cc1cccc(-c2nc(NCCCN(C)C)c3ccccc3n2)c1
i	-1.74	O=C(N/C(=C\c1ccccc1)C(=O)N1CCCCC1)c1ccco1
i	0.6	CCOC(=O)C1CCN(Cc2c(F)cccc2Cl)CC1

# 6 entries from above, sorted by length of the SMILES, rising:
KCNQ2 inh	Kir21 inh	Structure
i	1.96	Cc1nn(-c2ccccc2)c2nc(N)c(C(N)=O)cc12
i	2.28	COc1cc(C(=O)OCC(=O)Nc2c(F)cccc2F)cc(OC)c1C
i	-0.65	O=C(NC1CCCCC1)c1ccc(S(=O)(=O)NCc2cccnc2)cc1
i	0.82	CCOc1ccccc1/C=C(/NC(=O)c1ccccc1)C(=O)NC(C)c1ccccc1 (stereo not given)
i	-1.92	COc1ccc(N(CC(=O)NCCSCc2ccco2)S(=O)(=O)c2ccccc2)cc1Cl
i	0.85	CCN(CC(=O)Nc1ccccc1C(F)(F)F)C(=O)C1CC(=O)N(Cc2ccccc2)C1 (stereo not given)

# (more compounds)
KCNQ2 inh	Kir21 inh	Structure
i	-2.19	CC(=O)[C@@H]1[C@@H](C(=O)c2ccccc2)[C@]2(C(=O)Nc3ccccc32)[C@H]2C=Cc3cc(F)ccc3N12
i	-0.05	CC(NC(=O)Nc1ccccc1)C(c1cccs1)N1CCN(C)CC1 (stereo not given)
i	0.41	CC1CCCCN1C(=O)COC(=O)c1n[nH]c2ccccc12 (stereo not given)
i	0.29	O=C(NCc1n[nH]c(=S)n1-c1ccc(F)cc1)c1ccco1
i	-0.19	CCOc1ccc(C(=S)N2CCCC2)cc1OC
i	1.65	COc1ccc(-n2nc3c(c2NC(C)=O)CS(=O)(=O)C3)cc1
i	-0.22	O=S(=O)(c1ccccc1)c1cnc2ccccc2c1
i	-0.16	CCOc1ccc2nc(NC(=O)Cn3[nH]c(=O)c4ccccc4c3=O)sc2c1
i	-1	COc1ccc(NC(=O)Cn2nnc(C(=O)NCc3cccc(OC)c3)c2N)cc1
i	-3.57	CC1(C)CC(=O)C2=C(C1)NC(=O)NC2c1ccc(Cl)cc1 (stereo not given)
i	-2.28	CC1CC(=O)C2=C(C1)Nc1ccccc1N(C(=O)COc1ccccc1)C2c1ccco1 (stereo not given)
i	-0.28	CCC(C)n1c(SCC(=O)Nc2ccccc2C(F)(F)F)nc2ccsc2c1=O (stereo not given)
i	2.23	CCn1cc(C2CC(=O)NC2=O)c2ccccc21 (stereo not given)
i	0.24	Cc1ccc2c(c1)C(C)CC(C)(C)N2C(=O)NC1CCCCC1 (stereo not given)
i	-0.05	CC(CCc1ccccc1)NS(=O)(=O)c1ccc(Cl)c(C(=O)O)c1 (stereo not given)
i	-1.52	CC(C)(C)c1ccc(O)c(/C=N\O)c1
i	-0.33	CCNc1nc(N)c(C(=O)c2ccc(Cl)s2)s1
i	-0.37	COc1ccc(N2C(=O)c3cccc4cc(Br)cc(c34)C2=O)cc1
i	0.2	COc1ccc(NS(=O)(=O)c2ccc(NC(=O)CCNS(=O)(=O)c3ccc(C)cc3)cc2)cc1
i	1.11	O=C1c2cccnc2C(O)N1Cc1ccc(F)cc1 (stereo not given)
i	-0.02	CCn1cc(CN2CCN(Cc3cccc(OC)c3)C(CCO)C2)c(C)n1 (stereo not given)
i	-0.6	Cc1cccc(OCCn2c(=O)oc3ccc(C)cc32)c1
i	0.26	CN1C(=O)/C(=C/c2ccc(O)c([N+](=O)[O-])c2)NC1=S
i	-0.86	CC1=NC(C)(C)Cc2ccccc21
i	1.29	CCOC(=O)c1c(-c2ccc(Cl)cc2)c(C#N)c(=O)n(N)c1N
i	1.58	O=C(Nc1c(-c2ccccc2)nc2ncccn12)c1cc2ccccc2oc1=O
i	0.63	Cn1c(C(=O)N2CCCCCC2)cc2c(=O)n(C)c3ccccc3c21
i	0.08	CC(C)c1ccc(/C=C/C(=O)N2CCc3ccccc3C2)cc1
i	0.61	CCc1ccc(/C=N/NC(=O)Cc2ccc(OC)c(OC)c2)s1
i	0.75	Cc1cccc(NC(=O)c2cc(-c3cc(C)ccc3O)n[nH]2)c1
i	2.18	Cc1cc(C)cc(NC(=S)N(Cc2ccc(Br)cc2)Cc2ccc(C(=O)O)cc2)c1
i	0.06	O=C(Nc1ccc(Cl)cc1)c1ccc(-n2cncn2)c([N+](=O)[O-])c1
i	1.2	COc1ccc(NC(=O)c2ccc3ccccc3c2)cc1NS(=O)(=O)c1ccc(F)cc1
i	2.65	CC(=O)N1c2ccc(S(=O)(=O)N3CCCC3)cc2CC1C(=O)NCc1ccc(OC(C)C)cc1 (stereo not given)
i	0.02	Cc1cccc(C)c1NC(=O)C1CC(=O)N(C(C)C)C1 (stereo not given)
i	0.62	COC(=O)CC(NC(=O)Nc1ccc(C)cc1)c1cccc([N+](=O)[O-])c1 (stereo not given)
i	0.81	CC(C)(C)c1ccc(Cn2nnc3c(=O)[nH]c(C4CCCN(C(=O)Cc5cccs5)C4)nc32)cc1 (stereo not given)
i	-0.67	CC(C)N=C1NN=C(c2cccs2)CS1
i	-2.79	COc1ccc(C(=O)Oc2cc(N)n(S(=O)(=O)c3ccc(C)cc3)n2)cc1
i	-1.39	Cc1nn(C(C)C(=O)N/N=C/c2ccc(N(C)C)cc2)c(C)c1[N+](=O)[O-] (stereo not given)
i	-0.14	CSc1nnc(-c2ccccc2)n1C
i	0.47	CN(Cc1cnccn1)C(=O)CC1C(=O)NCCN1Cc1c(F)cccc1Cl (stereo not given)
i	-1.81	C=CCNC(=O)Nc1ccc2oc(C)nc2c1
i	1.65	COc1cc(C(=O)OCC(=O)N(CC(C)C)C2CCS(=O)(=O)C2)ccc1OCC(C)C (stereo not given)
i	0.34	COc1ccc(Nc2nnc(SC(C(=O)Nc3ccc(OC)c(Cl)c3)c3ccccc3)s2)cc1 (stereo not given)
i	0	Nc1nonc1C(=O)N1CCCC1

# Retrieved by structure from the entries so far (4):
KCNQ2 inh	Kir21 inh	Structure
i	0.34	COc1ccc(Nc2nnc(SC(C(=O)Nc3ccc(OC)c(Cl)c3)c3ccccc3)s2)cc1 (stereo not given)
i	1.65	COc1cc(C(=O)OCC(=O)N(CC(C)C)C2CCS(=O)(=O)C2)ccc1OCC(C)C (stereo not given)
i	-1.81	C=CCNC(=O)Nc1ccc2oc(C)nc2c1
i	0.75	Cc1cccc(NC(=O)c2cc(-c3cc(C)ccc3O)n[nH]2)c1
